ER stress death = protection against thapsigargin ER stress killing – CSM14.1 cells, ATP luminescence, primary screen | CSM14.1 thapsigargin ER stress survival | relative survival (cellular ATP), % at 15 µg/mL (by protocol) | actives 0.33% (n = 48,000) | AID 1010, 2008;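 active means survival measured by cellular ATP above 50% at 15 µg/ml in the first screen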;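 further: cell death triggered by about 15 µM thapsigargin; ATP read 24 h after thapsigargin was added; plate controls were thapsigargin with DMSO for no effect and DMSO without thapsigargin for full effect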
The depositor's hits bear a star. An excerpt; the hit share may differ from the screen's.

SMILES	ER stress death
O=C(c1nn2c(C(F)(F)F)cc(-c3ccccc3)nc2c1Cl)N1CCCCC1	2
CC1(C)Cc2ccccc2C(Nn2cnnc2)=N1	8
CCOc1ccccc1NC(=O)COc1ccccc1	6
O=C(NCc1ccccc1)c1ccccc1Cl	6
CCN(CC)c1ccc(/C=C2/SC(=S)N(Cc3ccccc3)C2=O)c(O)c1	4
CCOP(=O)(OCC)C(C)(CC)NC(=S)Nc1c(C)cc(C)cc1C (stereo unspecified)	4
COc1cc(OC)cc(C(=O)Nc2ccc3oc(-c4ccc(OC)c(Br)c4)nc3c2)c1	1
Cc1cc(C)n2ncc(-c3ccccc3)c2n1	6
CCc1nnc(NC(=O)C2CCCC2)s1	18
CCCOc1ccc(/C=C/C(=O)Nc2c(C)cccc2C(C)C)cc1OC	9
CCc1c(C)c2ccc(OC)c(C)c2oc1=O	-2
Cc1ccc(/C=N/NC(=O)C(C)Nc2cccc3ccccc23)o1 (stereo unspecified)	3
COC(=O)C1=C(C)NC(C)=C(C(=O)OC)C1c1cccc(Oc2ccccc2)c1	-1
O=C(NC(c1ccccc1)c1ccccc1)c1ccccc1C(F)(F)F	8
CC(=O)N(C)c1ccc(N=Cc2c(C)[nH]c3ccccc23)cc1	-1
COc1ccc(C2c3c(n[nH]c3C)CC(C)(O)C2C(C)=O)cc1OC (stereo unspecified)	-3
CCOc1cc(C2Nc3cc(C)c(C)cc3NC3=C2C(=O)CC(C)(C)C3)ccc1OC(=O)C1CC1 (stereo unspecified)	6
O=C(Nc1ccc(Br)cc1)C1C2/C=C\CCCCC21 (stereo unspecified)	2
Cc1cc(Cl)ccc1OCC(O)CN1CCN(Cc2ccccc2)CC1 (stereo unspecified)	-4
O=C(/C=C/c1ccc(Cl)cc1)NCCc1nc2ccccc2[nH]1	-6
Cc1ccccc1C(=O)N=Nc1c(O)n(CN(C)C)c2ccc(Br)cc12	-4
CC1=C(C(=O)OCCOc2ccccc2)C(c2coc3ccc(C)cc3c2=O)C2=C(CCCC2=O)N1 (stereo unspecified)	1
Cc1cc(C=C2C(=O)NC(=O)NC2=O)c(C)n1-c1cccc([N+](=O)[O-])c1	9
O=C(NNc1nc(-c2ccccc2)c2cc(Br)ccc2n1)c1ccccc1	0
O=[N+]([O-])c1ccc(-c2nnc(-c3ccc4c(c3)OCO4)o2)cc1	0

Structural class: those above containing sulfur.
SMILES	ER stress death
CCN(CC)c1ccc(/C=C2/SC(=S)N(Cc3ccccc3)C2=O)c(O)c1	4
CCOP(=O)(OCC)C(C)(CC)NC(=S)Nc1c(C)cc(C)cc1C (stereo unspecified)	4
CCc1nnc(NC(=O)C2CCCC2)s1	18

The list continues:
SMILES	ER stress death
CCCOC(=O)c1c(-c2ccc(-c3ccccc3)cc2)csc1N	-1
OC(COc1ccc(C23CC4CC(CC(C4)C2)C3)cc1)CN1CCN(c2ccccn2)CC1 (stereo unspecified)	-5
O=C1CC(c2ccccc2)CC2=C1C(c1cc(F)ccc1F)Nc1ccccc1N2 (stereo unspecified)	1
COc1cc(NC(=O)c2cc3nc(-c4ccccc4)cc(C)n3n2)cc([N+](=O)[O-])c1	3
COc1ccc(NC(=O)CN(c2ccc(C)cc2)S(=O)(=O)c2ccc(SC)cc2)cc1OC	12
CC(=O)NC1=NC(=O)/C(=C\c2ccc(-c3ccc(C)c([N+](=O)[O-])c3)o2)S1	4
Cc1ccc(NC(=O)C(c2ccccc2)c2ccccc2)c(C)c1	3
CCC(C)C(=O)N1c2ccc(OC)cc2-c2c(ssc2=S)C1(C)C (stereo unspecified)	5
COCCCNS(=O)(=O)c1ccc([N+](=O)[O-])cc1	-1
Cc1cc(C)c(S(=O)(=O)NCc2ccc(S(N)(=O)=O)cc2)c(C)c1	-1
O=C(NCCCN1CCOCC1)/C(=C/c1cccc(Oc2ccccc2)c1)NC(=O)c1ccccc1	-1
CCCOc1cccc(C(=O)Nc2sc(CC)cc2C(=O)OC)c1	12
CCOc1ccc(N2C(=O)/C(=C/c3cccs3)SC2=S)cc1	16
Cc1ccc(C(=O)c2coc3ccc(O)c(CN4CCOCC4)c23)cc1	1
O=C1NC(=S)NC(=O)C1=Cc1ccc(-c2ccccc2C(=O)O)o1	-3
Cc1cccc(N2C(=O)/C(=C/c3ccccc3C(=O)O)SC2=S)c1C	6
COc1ccc(C(=O)CC2(O)C(=O)Nc3ccc(Br)cc32)cc1 (stereo unspecified)	-5
O=C(N/N=C/c1ccc(Cl)c([N+](=O)[O-])c1)c1cc2ccccc2o1	8
Cc1ccc(CN2CCN(N=Cc3cc(Br)ccc3O)CC2)c(C)c1	2
Cc1ccc(-c2nc3ccccc3o2)cc1NC(=O)c1cccc(Cl)c1	8
CCCC1(O)C(C)C(c2ccccc2)NC(c2ccccc2)C1C (stereo unspecified)	-9
O=S(=O)(c1ccccc1)N1CCN(Cc2ccc3c(c2)OCO3)CC1	-9
Cc1cccc(NC(=O)c2ccccc2NC(=O)c2ccccc2F)c1	2
CCOC(=O)CCc1cc(C(=O)OCC)c(CCC(=O)OCC)cc1C(=O)OCC	-1
CC(=O)N(/C=C/c1cc[n+](CCCS(=O)(=O)[O-])c2ccccc12)c1ccccc1	-3

Continued (six carried over from the part before).
SMILES	ER stress death
Cc1ccc(-c2nc3ccccc3o2)cc1NC(=O)c1cccc(Cl)c1	8
CCCC1(O)C(C)C(c2ccccc2)NC(c2ccccc2)C1C (stereo unspecified)	-9
O=S(=O)(c1ccccc1)N1CCN(Cc2ccc3c(c2)OCO3)CC1	-9
Cc1cccc(NC(=O)c2ccccc2NC(=O)c2ccccc2F)c1	2
CCOC(=O)CCc1cc(C(=O)OCC)c(CCC(=O)OCC)cc1C(=O)OCC	-1
CC(=O)N(/C=C/c1cc[n+](CCCS(=O)(=O)[O-])c2ccccc12)c1ccccc1	-3
COc1ccc2c(c1)CCC/C2=N/OC(=O)c1ccc(OC)c([N+](=O)[O-])c1	-5
NC(=O)C1(S(=O)(=O)c2ccccc2)CCCCC1	0
CCN(CC)S(=O)(=O)c1ccc(Cl)c(C(=O)Nc2nnc(-c3ccccc3)s2)c1	6
COc1cc(/C=C2\C(=O)NN(c3ccccc3)C2=O)cc([N+](=O)[O-])c1O	1
Cc1cc(Cl)ccc1OCC(O)CN1CCN(C)CC1 (stereo unspecified)	-3
CC(Oc1ccccc1)C(=O)Nc1c(Cl)cccc1Cl (stereo unspecified)	-8
Cc1ccc(N2C(=O)/C(=C/c3ccc(O)cc3)C(=O)NC2=S)cc1	1
N#CC(C(=O)Nc1cccc2ccccc12)=C1CCCC1	-3
Cc1ccccc1CNC(=O)C(C)Sc1ccc(Cl)cc1 (stereo unspecified)	-3
Oc1[nH]c2ccccc2c1N=NC(=S)N1CCCC1	-6
CNC(=O)OC12CC3CC(C)(CC(C)(C3)C1)C2	-1
CC(C)(C)CNC(=O)C(=O)NCCc1ccccc1	13
COc1cccc(NC(=S)NC(=O)c2ccc(Cl)cc2)c1	0
COc1c(Cl)cc(C(=O)Nc2cccc(-c3nc4ncccc4o3)c2)cc1Cl	3
Cc1cc2nc(-c3cc(NC(=O)COc4ccc([N+](=O)[O-])cc4)ccc3O)oc2cc1C	10
O=C(Nc1nc(-c2ccc(Cl)cc2)cs1)C12CC3CC(CC(C3)C1)C2	3
O=C(NCCCn1ccnc1)c1cccc([N+](=O)[O-])c1	8
CS(=O)(=O)NCCNc1ccc([N+](=O)[O-])cc1Cl	0
CC(=O)SC(CC(=O)c1ccccc1)c1cn(-c2ccccc2)nc1-c1ccc(C)cc1 (stereo unspecified)	2
NC1=NC(=O)C(CC(=O)Nc2ccccc2[N+](=O)[O-])S1 (stereo unspecified)	8
O=C(COc1ccc(Cl)cc1Br)N1CCN(c2ccccc2)CC1	8
COc1ccc(N=Cc2ccc(Br)s2)c([N+](=O)[O-])c1	-2
C=CCOc1ccccc1C=C1C(=O)NC(=S)NC1=O	5
COc1cc(C(=O)N/C(=C/c2cccc([N+](=O)[O-])c2)C(=O)Nc2ccc(C)cc2)cc(OC)c1OC	4
CCN(CC)c1c(-c2ccccc2)c2cc(C)ccc2[nH]c1=O	7

Next entries:
SMILES	ER stress death
Cc1cc(OCC(=O)Nc2ccc(F)cc2)ccc1Br	23
CCOc1ccc(S(=O)(=O)N(CC(=O)NC(C)(C)C)c2ccc(C)cc2)cc1	8
O=C1C=CC(=O)N1c1ccccc1SC(F)(F)F	-3
Fc1ccccc1OCCOCCOc1ncnc2ccccc12	4
O=C(NCc1ccccc1)c1cccc(F)c1	-3
O=C1/C(=C/c2ccc(C(F)(F)F)cc2)SC(=S)N1Cc1ccccc1	4
Cc1cccc(N2C(=O)c3ccccc3C2=O)n1	5
O=C(Nc1c(-c2ccccc2)c2cc(Br)ccc2[nH]c1=O)c1cccc(Cl)c1	8
O=C1CSC(=O)N1CCN1C(=O)S/C(=C\c2ccc(Br)cc2)C1=O	6
COc1ccc(S(=O)(=O)N(C)Cc2ccccc2)cc1Br	7
C=CCN1C(=O)/C(=C\c2ccccc2C)C(=O)NC1=S	18
CCOc1cccc2c1N(C(=O)c1ccccc1)C(C)(C)C(=S)C2=C1SC(C(=O)OC)=C(C(=O)OC)S1	2
COC(=O)C1=NN(C(=O)c2cccc(OC)c2)C(O)(c2ccc(Cl)cc2)C1 (stereo unspecified)	1
Cc1ccc(Sc2ccc(/C=N/n3cnnc3)o2)cc1	3
C=C(Br)Cn1c(CCC)nc2ccccc21	-1
COc1ccc(C(=O)NC23CC4CC(CC(C4)C2)C3)cc1OC	4
CCC(C)c1ccccc1OCC(=O)Nc1nccs1 (stereo unspecified)	21
COc1cccc(C2(c3cccc(OC)c3)CC2C(=O)Nc2cccc([N+](=O)[O-])c2)c1 (stereo unspecified)	0
O=C(Nc1ccc(-c2nc3ccccc3[nH]2)cc1)c1ccc(Cl)cc1	-4
COc1ccc(Cl)cc1N(CC(=O)NCCSc1ccccn1)S(=O)(=O)c1ccccc1	1
COc1ccc(-c2c(C#N)c(N)c(C#N)c3c2CCCC3)cc1	6
Cc1ccc(C)c(NC(=O)CSc2nc3ccccc3s2)c1	4
Cc1ccccc1-c1cc(C(=O)NC(C)C)c2ccccc2n1	31
CS(=O)(=O)N(Cc1ccc(C(=O)NCc2ccco2)cc1)c1ccccc1	12
O=C1NN(c2ccccc2)C(=O)/C1=C/c1ccc(F)cc1	0

Compounds from the list above with a CF3 group, in the order listed:
SMILES	ER stress death
O=C(c1nn2c(C(F)(F)F)cc(-c3ccccc3)nc2c1Cl)N1CCCCC1	2
O=C(NC(c1ccccc1)c1ccccc1)c1ccccc1C(F)(F)F	8
O=C1C=CC(=O)N1c1ccccc1SC(F)(F)F	-3
O=C1/C(=C/c2ccc(C(F)(F)F)cc2)SC(=S)N1Cc1ccccc1	4

Additional compounds:
SMILES	ER stress death
Clc1ccc(-c2ccc(/C=N\n3cnnc3)o2)c(Cl)c1	0
COCCCNC(=O)c1ccc(C(=O)NCCCOC)cc1	5
O=C(O)CC1S/C(=N/N=C/c2cccc(O)c2)NC1=O (stereo unspecified)	2
O=C(/C=C/Nc1ccc(Br)c(Cl)c1)c1ccccc1	0
Cc1ccc2nsnc2c1NC(=O)c1ccc(-c2ccccc2)cc1	12
CC(=O)Oc1c(C(C)C)cc(N(C(C)=O)c2ccccc2)cc1C(C)C	11
Cc1ccc(Cl)cc1NC(=O)C(=O)NCCCO	10
O=C(COc1ccccc1)N1CCNCC1	11
Cc1cc(C)n(-c2cc(N(C)C)nc(C)n2)n1	23
CCOc1ccc(/C=C2/Sc3ccccc3C2=O)cc1OCC	3
S=C(c1ccc(-c2ccc(Cl)c(Cl)c2)o1)N1CCOCC1	1
CC(C)(C)NC(=O)c1cccc(Oc2ccc([N+](=O)[O-])cc2)c1	7
COc1ccccc1N(CC(=O)NCCSCc1ccccc1)S(=O)(=O)c1ccccc1	-1
CCOc1ccc(N(CC(=O)Nc2ccc(C)cc2C)S(C)(=O)=O)cc1	8
O=C(Nc1cccc2nsnc12)c1ccccc1[N+](=O)[O-]	5
Cc1ccccc1NC(=O)c1ccc(C)c(S(=O)(=O)NCc2ccccc2)c1	8
COc1ccc(NS(=O)(=O)c2c(C)cc(C)cc2C)cc1	6
Cc1ccc2nc(SCc3nc4ccccc4[nH]3)[nH]c2c1	0
O=C(N/N=C/c1ccc(Br)cc1)c1cc(C2CC2)[nH]n1	6
CS(=O)(=O)N1CCN(Cc2cccc(F)c2)CC1	-2
COc1ccc(N(CC(=O)Nc2ccccc2Cl)S(=O)(=O)c2ccc(C)cc2)c(OC)c1	6
COc1ccc(N2C(=O)CCC([N+](=O)[O-])=C2C)cc1	5
O=C(Nc1ccccc1)N1CCOCC1	2
O=C(Nc1ccc2c(c1)OCCO2)c1ccc([N+](=O)[O-])cc1	9
COc1ccccc1C1=NN(C(=O)CCC(=O)O)C(c2ccc(Br)cc2)C1 (stereo unspecified)	6

Following part:
SMILES	ER stress death
CCOc1cc(C(=S)N2CCOCC2)ccc1OC(=O)c1cccc([N+](=O)[O-])c1	4
CCOc1cccc(C(=O)Nc2ccccc2-c2ccccc2)c1	5
CCOC(=O)/C=C(\C)Nc1cc(C)nn1-c1ccccc1	0
CC(C)c1ccc(/C=C/C(=O)N2CCN(c3ccc([N+](=O)[O-])cc3)CC2)cc1	9
O=C1c2ccccc2C(=O)N1c1ccc(OCC(O)COC2CCCCC2)cc1 (stereo unspecified)	1
Cc1cc([N+](=O)[O-])ccc1NCc1cccc(C(F)(F)F)c1	10
Cc1cccc(NC(=O)CSc2nnnn2-c2ccccc2)c1C	14
COc1cccc(N(CC(=O)N2CCOCC2)S(=O)(=O)c2ccccc2)c1	7

Assay outcomes (PubChem)
